# TRHR ag – qHTS for Small Molecule Agonists and Allosteric Enhancers of Human TRH Receptor: Primary Screen for Agonists. activation, % at 2 µM. TRHR cells, calcium flux fluo-8, FDSS agonist mode. Thyrotropin-releasing hormone receptor (Homo sapiens), P34981. actives 0.18% (n = 360,000); in the data active means activation above about 30%; further: 0% is about no effect
#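 Fluo-8-loaded TRHR cells; 10 s baseline, compound added, kinetic Ca2+ fluorescence read 1/s, agonist mode.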
# Apoferritin bind – qHTS Assay for Identification of Novel General Anesthetics | Ferritin light chain (Equus caballus), P02791 | apoferritin/1-aminoanthracene competitive binding, fluorescence | Potency, µM (top dose mostly 77.5 µM), for the others: top-dose activity change, negative = displacement, actives largely listed as inhibitors | actives 0.074% (n = 350,000) | AID 485281, 2010; further: potency means the concentration at half of the fitted maximal effect; on the % scale 0 is the no-effect control and ±100 the full control effect; nearly all actives have a fitted effect of over 20% in size
# Target sequence (P02791 2-175 limits assumed): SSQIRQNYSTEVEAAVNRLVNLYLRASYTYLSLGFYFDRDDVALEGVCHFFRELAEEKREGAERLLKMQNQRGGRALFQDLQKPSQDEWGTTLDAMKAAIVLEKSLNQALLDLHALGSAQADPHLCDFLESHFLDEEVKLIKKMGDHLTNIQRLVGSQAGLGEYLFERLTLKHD
#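 10 uM apoferritin + 50% sat. 1-AMA, PBS; cpd 10 min RT; Ex380/Em535 endpoint; normalized to free probe vs complex; 4-param Hill fit; propofol titration as pos. ctrl.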
# D1 ag – Allosteric Agonists of the Human D1 Dopamine Receptor: qHTS. activation, % at 2 µM. actives 1% (n = 360,000). D(1A) dopamine receptor (Homo sapiens), P21728. HEK293 T-REx D1 cells, calcium flux, agonist mode; in the data active means activation above about 30%; further: 0% is about no effect
# Target sequence (P21728 whole entry, looked up): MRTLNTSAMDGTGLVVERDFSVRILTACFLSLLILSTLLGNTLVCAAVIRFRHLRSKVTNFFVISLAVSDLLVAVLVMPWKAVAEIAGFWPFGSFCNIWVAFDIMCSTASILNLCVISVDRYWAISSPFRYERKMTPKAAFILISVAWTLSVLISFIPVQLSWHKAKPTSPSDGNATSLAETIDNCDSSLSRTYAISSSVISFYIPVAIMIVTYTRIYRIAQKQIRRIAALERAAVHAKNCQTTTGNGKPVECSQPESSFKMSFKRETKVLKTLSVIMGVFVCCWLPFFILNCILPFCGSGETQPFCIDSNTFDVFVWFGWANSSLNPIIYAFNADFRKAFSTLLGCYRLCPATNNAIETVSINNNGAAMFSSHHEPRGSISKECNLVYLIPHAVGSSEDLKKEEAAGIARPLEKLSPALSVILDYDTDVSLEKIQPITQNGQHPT
#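 Inducible HEK293 T-REx D1 cells, force-coupled to calcium signalling, were plated at 4000 cells/well with tetracycline and held overnight at 30 C. After no-wash calcium dye loading, compound-evoked calcium rise over 180 s flagged agonists.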
# RXFP1 agonist – qHTS Assay for Agonists of the Relaxin Receptor RXFP1; Potency, µM (top dose mostly 57.5 µM), for the others: at the top dose activation, actives largely listed as activators; HEK293T-RXFP1 cAMP TR-FRET, 30 min; response scale: percent of porcine relaxin response, buffer zero; actives 0.3% (n = 370,000); Relaxin receptor 1 (Homo sapiens), Q9HBX9; AID 2676, 2010; further: potency means the concentration at half of the fitted maximal effect; on the % scale 0 is the no-effect control and ±100 the full control effect; nearly all actives have a fitted effect of over 60% in size; many of its hits are not listed in these tables
#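 HEK293 cells stably expressing RXFP1, treated 30 min at 37C with compounds plus PDE4 inhibitor Ro 20174; cAMP measured by HTRF TR-FRET. Normalized to buffer and 29 nM porcine relaxin; EC50 by Hill fit.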
# RXFP1 antag – qHTS Assay for Antagonists of the Relaxin Receptor RXFP1 | HEK293-RXFP1, relaxin-stimulated cAMP HTRF, 30 min; active compounds read low | actives 0.59% (n = 350,000) | activity change, negative = inhibition, % at 57.5 µM | Relaxin receptor 1 (Homo sapiens), Q9HBX9;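 active means activity change of -60% or lower, but not beyond a set lower limit; inconclusive means change between -60% and -40%, or beyond the set limit; inactive means change above -40%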; further: on the % scale 0 is the no-effect control and ±100 the full control effect
# D1 antag – Antagonist of Human D 1 Dopamine Receptor: qHTS; actives 3.2% (n = 360,000); D(1A) dopamine receptor (Homo sapiens), P21728; activity change, negative = inhibition, % at 10 µM; AID 504652, 2011; HEK293 TREx D1 cells, calcium flux, dopamine EC80; active compounds read low; in the data active means activity change below about -30%; further: on the % scale 0 is the no-effect control and ±100 the full control effect
#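 Tetracycline-induced HEK293 T-REx cells with force-coupled D1 receptor were loaded with a no-wash calcium dye. Compound was added after a 10 s baseline and read kinetically for 180 s; EC80 dopamine was then added and calcium flux followed another 180 s.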
# D1 PAM – Potentiators of Human D1 Dopamine Receptor: qHTS; D(1A) dopamine receptor (Homo sapiens), P21728; HEK293 TREx D1 cells, calcium flux, dopamine EC20 potentiation; potentiation, % at 10 µM; actives 0.036% (n = 360,000); AID 504651, 2011; in the data active means potentiation above about 30%; further: 0% is about no effect
# D2 PAM – HTS Assay for Positive Allosteric Modulators of the Human D2 Dopamine Receptor: Primary Screen for Potentiators. HEK293 T-REx D2, calcium flux, EC20 dopamine potentiation. AID 485347, 2010. D(2) dopamine receptor (Homo sapiens), P14416. potentiation, % at 10 µM. actives 0.34% (n = 340,000);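 active means potentiation over 3 SD above the plate norm, cut at about 30% in these data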; further: 0% is about no effect
# Target sequence (P14416 whole entry, looked up): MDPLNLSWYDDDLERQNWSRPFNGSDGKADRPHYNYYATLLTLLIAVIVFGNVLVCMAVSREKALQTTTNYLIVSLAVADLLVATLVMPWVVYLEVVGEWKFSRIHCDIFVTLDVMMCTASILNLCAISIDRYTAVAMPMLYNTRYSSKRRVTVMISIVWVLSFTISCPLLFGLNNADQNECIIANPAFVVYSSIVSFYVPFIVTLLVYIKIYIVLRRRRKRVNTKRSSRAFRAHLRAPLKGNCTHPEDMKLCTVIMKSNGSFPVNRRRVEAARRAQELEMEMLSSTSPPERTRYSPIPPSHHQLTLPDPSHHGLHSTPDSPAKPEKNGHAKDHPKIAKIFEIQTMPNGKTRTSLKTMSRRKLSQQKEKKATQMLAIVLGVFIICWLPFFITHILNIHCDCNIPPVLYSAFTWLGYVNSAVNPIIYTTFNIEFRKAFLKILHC
#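 Calcium flux readout, no-wash dye, 1 read/s. Inducible HEK293 Trex D2 line, overnight 30 C. Compound alone 180 s (agonist flags), then EC20 dopamine, another 180 s to score potentiation.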
# TRHR PAM – qHTS for Small Molecule Agonists and Allosteric Enhancers of Human TRH Receptor: Primary Screen for Enhancers; enhancement, % at 2 µM; TRHR cells, fluo-8 calcium fluorescence, EC20 TRH enhancement; actives 0.66% (n = 360,000); Thyrotropin-releasing hormone receptor (Homo sapiens), P34981; in the data active means enhancement above about 30%; further: 0% is about no effect
#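 Enhancer read-out: after compound pinning and an initial kinetic agonist-mode read, an EC20 of TRH (10 nM final) was injected and fluo-8 calcium signal (Ex 480/Em 530) followed at 1 s/cycle for 100 cycles in TRHR-expressing cells.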
# Numbers without * were called inactive; ? = inconclusive; . = no result given; [ ] = dose if it differs, or a comment. Unless noted, the call rests on the fitted dose curve; in most records, active means well fitted curve in the direction sought with a large enough effect; inconclusive means small, poorly fitted or top-dose-only effect, or another doubt; inactive means no such curve, though single readings can be large; an effect the other way counts as inactive or inconclusive. Some of the compounds tested (hit frequency here may not be typical).
SMILES,TRHR ag,Apoferritin bind,D1 ag,RXFP1 agonist,RXFP1 antag,D1 antag,D1 PAM,D2 PAM,TRHR PAM
COc1cc2c(cc1OC)CN(c1nc(CN3CCCCC3)nc3sc4c(c13)CCCC4)CC2,-0.4,-20%,3,0.9%,-7,1,1,-22,3
CSc1ccc(CN(C)CC(=O)Nc2cccc(Br)c2)cc1,-0.5,33%[activator],9,2.2%,-7,-30,-7,-23,0
COc1cc(/C(C)=N/NC(=O)Cc2c(C)[nH][nH]c2=O)ccc1O,-1.1,-2%,3,-2.2%,-4,-3,6,2,7
Cc1cccc(C)c1OCc1cc(C(=O)N2CCCCCCC2)no1,-0.7,-21%,4,-0.6%,-7,6,4,-10,-3
CCCCN(CCCNC(=O)c1cc(Nc2ccc(OC)cc2)nc2ccccc12)Cc1ccccc1,0.1,5%,-1,?,-3,-6,-2,-1,1
CCS(=O)(=O)N1CCCC(C(=O)c2ccc(OC)cc2C)C1 (stereo not drawn),-0.4,-13%,4,-1.5%,-7,3,2,3,18
Cc1ccccc1Nc1nc(N)nc(CSc2nc3ccccc3c(=O)n2CCCO)n1,-0.9,-13%,9,-0.9%,-9,0,0,-1,21
COc1ccc(C2=NCCn3nc4cc(C(F)(F)F)ccc4c32)cc1,0.0,.,0,0.0%,.,15,-4,-2,4
CCc1cc2c(N3CCN(c4nnc(CC)s4)CC3)ncnc2s1,-0.8,-16%,3,0.8%,-35,-13,-7,0,-18
C=CCOc1ccc(/C=C(\C#N)C(=O)Nc2ccccn2)cc1,0.1,-8%,2,5.7%,1,-6,-6,-5,4
CSC(=NNC(=O)c1ccccc1O)SC,-0.5,1%,0,0.0%,.,6,-2,-2,-4
O=C(CCC1CCCC1)N1CCc2c([nH]c3ccccc23)C1c1ccc(Cl)cc1 (stereo not drawn),0.1,47%[activator],0,-2.9%,-7,-3,-2,-11,-4
Cc1ccc(CS(=O)(=O)CCC(=O)NCc2ccc3c(c2)OCO3)cc1,0.2,-2%,2,1.7%,-3,0,-4,11,0
O=C(CSc1nccc(=O)[nH]1)NCc1ccc2c(c1)OCO2,0.3,-5%,2,-0.1%,0,-35*,2,-4,3
NC(=O)C(c1ccc(Cl)cc1Cl)c1ncc(C(F)(F)F)cc1Cl (stereo not drawn),-0.5,-16%,1,0.5%,-6,-3,-3,-10,-3
Fc1cccc(F)c1/C=N/NC(=S)Nc1cccnc1,0.2,-3%,0,-0.7%,-4,4,-1,7,12
CC1CCN(C(=O)CN(c2ccc3c(c2)OCO3)S(C)(=O)=O)CC1,0.4,5%,-2,-1.1%,4,0,0,11,0
O=C1CN(C(=O)CCCc2c[nH]c3ccccc23)c2ccccc2N1,-0.1,-19%,1,-1.2%,-1,-2,-8,-9,-9
Cc1ccc(CSCCNS(=O)(=O)c2ccc(C)cc2)cc1,0.7,?,7,2.0%,16,-40*,-6,0,6
COc1cccc(CNn2cnnc2)c1OCc1ccc(F)cc1,-0.1,4%,3,0.6%,3,-1,5,-2,4
CN(CCOc1ccc(-c2ccn(S(=O)(=O)c3cccc4ccccc34)n2)cc1)c1ccccn1,0.8,-11%,6,0.8%,0,-4,-6,8,1
S=C(Nc1ccc(Cl)cc1)N1CCN(C2CCCCC2)CC1,0.3,-10%,7,-2.0%,25,8,-2,-10,53*
CC(=O)c1ccc(-c2ccccc2OC(F)(F)F)o1,0.8,-14%,1,1.0%,0,-21,-5,12,4
CCCN(CC(=O)Nc1ccccc1C)C(=O)COc1c(C)cccc1C,-0.6,.,-1,0.2%,-8,6,1,2,3
O=C1OCC(c2ccccc2)=C1c1ccccc1[N+](=O)[O-],-0.6,0%,5,2.5%,-15,0,2,12,-7
SMILES,TRHR ag,Apoferritin bind,D1 ag,RXFP1 agonist,RXFP1 antag,D1 antag,D1 PAM,D2 PAM,TRHR PAM
O=C1CCC(C(=O)NC2(C(=O)NC3CCCCC3)CCCCC2)N1 (stereo not drawn),-1.1,-5%,1,0.1%,-6,3,-6,-3,-24
Cc1nn(C)c2c1c(C(F)(F)F)cc(=O)n2CC(=O)NCc1ccc(OC(C)C)cc1,-0.7,-3%,23,-2.8%,-7,4,-6,-4,2
CCOc1ccccc1NC(=O)Nn1cnnc1,-0.1,-1%,5,0.4%,4,-2,1,-7,-3
CCOC(=O)C1=C(C)NC2=C(C1c1ccc([N+](=O)[O-])cc1)S(=O)(=O)c1ccccc12 (stereo not drawn),-0.7,-12%,4,-3.9%,-5,-6,-7,3,0
Cn1c(/C=C/c2ccc(Cl)cc2)nc2ccccc2c1=O,-0.2,-11%,3,?,-6,-1,-1,7,8
Cc1ccc(CN(C)C(=O)COC(=O)CSc2cc(C)c3ccccc3n2)cc1,-0.3,.,7,5.3%,10,-28,18,-4,10
CC(C)CCN1C(=O)c2ccc(C(=O)Nc3ccccc3C(=O)O)cc2C1=O,-0.4,-7%,0,0.8%,-16,-3,-5,3,3
N#Cc1ccccc1CN1C(=O)NC2(CCCCCC2)C1=O,-0.2,-16%,0,-0.6%,1,8,6,5,-4
Cn1cccc1Cc1nnc(SCC(=O)NC2CCCCC2)n1-c1ccc(F)cc1,-0.1,-18%,1,-0.2%,.,-11,13,8,21
CCOc1ccccc1N=CC1=C(O)CC(c2ccccc2)CC1=O (stereo not drawn),0.4,45%[activator],4,27%,-12,-16,-8,4,3
OCCN1CCOCCOc2ccccc2OCCOCC1,0.5,-2%,2,-1.0%,-1,4,-2,4,5
Cc1ccc(N(CC(=O)Nc2c(C)cccc2C)S(C)(=O)=O)cc1,-0.2,-1%,0,-0.2%,8,-9,-3,4,0
Cn1c(=O)c(C(=O)CN2CCCCCC2)c(N)n(Cc2ccccc2)c1=O,0.2,-9%,0,-1.7%,-29,5,3,-15,-5
Cc1cc(C(C)(C)C)cc(C)c1C(=O)O,0.2,-2%,2,1.1%,2,3,6,4,-7
CC(C)c1ccc(NC(=S)NCCc2c[nH]c3ccccc23)cc1,-0.5,5%,6,0.3%,1,-5,-1,-11,1
O=C(CN(C(=O)c1csnn1)c1ccccc1)NCCc1ccccc1,0.3,-6%,0,-2.6%,-7,4,4,1,21
CCC(CC)C(=O)Nc1cccc(C(=O)N2CCCCCC2)c1,0.0,-3%,3,-1.7%,-10,2,-1,4,0
COc1ccc(OCCCSc2ncccn2)cc1,-0.2,-10%,3,0.1%,-2,-10,-6,-1,-3
O=C(/C=C/c1cccs1)N1CCN(c2ccccc2)CC1,-0.2,-12%,-1,2.7%,5,-1,1,6,2
COc1ccc(C(C#N)c2ccc(=O)[nH]n2)cc1 (stereo not drawn),0.4,-5%,0,1.6%,-7,0,-3,.,1
O=C(CN1CCN(c2nc(-c3ccc(F)cc3)cs2)CC1)NCc1ccc2c(c1)OCO2,-0.3,-13%,1,2.0%,-28,-19,-9,-12,9
Cc1ccc(N2C(=O)Nc3ccccc3S2(=O)=O)cc1Cl,-0.1,?,7,5.2%,-1,-16,-1,6,0
CC(C)CNS(=O)(=O)c1ccc(CCC(=O)Nc2ccc3c(c2)OCCO3)cc1,5.7,?,1,2.2%,-2,-16,-9,-8,-9
C=CCN(C(=O)CCC(=O)Nc1cc(C)on1)C(C(=O)NC1CCCC1)c1cccnc1 (stereo not drawn),-0.1,-6%,-1,1.9%,2,-2,-1,1,-6
O=C(CNC(=O)Cn1ccc2ccccc2c1=O)NCCCN1CCCCCC1,0.2,-12%,1,0.2%,-2,24,1,-4,-4

# Five records drawn at random from the list so far:
SMILES,TRHR ag,Apoferritin bind,D1 ag,RXFP1 agonist,RXFP1 antag,D1 antag,D1 PAM,D2 PAM,TRHR PAM
CCOc1ccccc1N=CC1=C(O)CC(c2ccccc2)CC1=O (stereo not drawn),0.4,45%[activator],4,27%,-12,-16,-8,4,3
O=C(CN1CCN(c2nc(-c3ccc(F)cc3)cs2)CC1)NCc1ccc2c(c1)OCO2,-0.3,-13%,1,2.0%,-28,-19,-9,-12,9
Cc1ccc(CN(C)C(=O)COC(=O)CSc2cc(C)c3ccccc3n2)cc1,-0.3,.,7,5.3%,10,-28,18,-4,10
O=C(/C=C/c1cccs1)N1CCN(c2ccccc2)CC1,-0.2,-12%,-1,2.7%,5,-1,1,6,2
Cc1ccc(N2C(=O)Nc3ccccc3S2(=O)=O)cc1Cl,-0.1,?,7,5.2%,-1,-16,-1,6,0

# (further entries)
SMILES,TRHR ag,Apoferritin bind,D1 ag,RXFP1 agonist,RXFP1 antag,D1 antag,D1 PAM,D2 PAM,TRHR PAM
COc1ccc(C2CC(=O)N(CC(=O)NCC3CCCO3)c3ccccc3S2)cc1 (stereo not drawn),-0.6,-3%,-4,-0.7%,-7,-1,-3,-2,-5
CSCCC(NC(N)=O)C(=O)Nc1ccc2ccccc2c1 (stereo not drawn),0.0,0%,0,-4.5%,-4,-13,0,1,14
CC(C)c1ccccc1-n1c(SCc2cc(=O)oc3ccc4ccccc4c23)nnc1-c1cccnc1,0.9,-7%,7,0.4%,7,-2,-4,6,3
Cc1ccc(-n2c(SCC(=O)NCC3CCCO3)nc3ccccc3c2=O)cc1C (stereo not drawn),-0.3,.,1,1.6%,-1,-1,-5,2,-2
Cc1ccc2nc(N3C(=O)C(O)=C(C(=O)c4ccco4)C3c3cccc(O)c3)sc2c1 (stereo not drawn),0.7,-2%,8,19%,-9,-5,1,-3,4
Cc1cc(C)cc(NC(=O)Cc2ccc(NC3=NC4CS(=O)(=O)CC4S3)cc2)c1 (stereo not drawn),-0.1,-10%,5,-0.4%,2,10,-7,-7,-1
Cc1ccsc1/C=C1/SC(=O)N(CC(=O)N2CCOCC2)C1=O,0.9,?,4,-1.5%,-2,32,-4,-2,0
CSc1nsc(SCC(=O)N2CCN(c3ccccc3)CC2)n1,-0.7,-19%,0,0.0%,-11,-9,-6,11,8
Cc1ccc2nc(COc3cccc(NC(=O)COc4ccccc4F)c3)cc(=O)n2c1,0.4,-10%,0,14%,-11,6,-3,-7,0
COc1ccc(NC(=O)CCCOc2cc(=O)n(C)c3ccccc23)c(OC)c1,-0.1,-8%,0,-0.5%,-3,-3,3,.,-8
